NadD block: blocks S. aureus nicotinate mononucleotide adenylyltransferase; inhibition, % at 20 µM; purified NadD enzyme, colorimetric absorbance read-out; 360,000 tested, 0.78% active; in the data active means inhibition above about 26%; further: some compounds past the cut are filed as inactive
Tb MetRS inh: blocks T. brucei methionyl-tRNA synthetase activity. purified T. brucei MetRS, ATP depletion, Kinase-Glo luminescence. inhibition, % at 11.9 µM. 360,000 tested, 0.4% active. AID 624268;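 active means inhibition above a per-plate cutoff of the control wells' mean inhibition plus 3 SD, cut at about 5.5% in these data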;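 further: 0% = DMSO wells median and 100% = median of wells with control inhibitor compound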
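Assay system: T. brucei methionyl-tRNA synthetase, purified | Medium: HEPES buffer with MgCl2, KCl, DTT, spermine, BSA, pyrophosphatase | Compound: 11.9 µM single point | Incubation: 15 min enzyme-compound preincubation, 2 h reaction, 10 min detection, 25 °C | Measured by: Kinase-Glo luciferase luminescence reporting remaining unconsumed ATP | Measure: % inhibition normalized to control-well medians | Replication: Singlicate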
CSN deneddyl inh: blocks human CSN-mediated cullin deneddylation. inhibition, % at 12.5 µM. Purified CSN, SCF-Nedd8-OG deneddylation, fluorescence polarization. 360,000 tested, 0.38% active. Q92905;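 active means pattern-corrected inhibition above about 35%, with an unprinted fluorescence ratio check between 0.5 and 1.5, limit read from the data, passing the limit was not always enough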;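 further: 0% = enzyme with substrate and 100% = substrate without enzyme; some results filed as inactive read as strong as hits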
Target sequence (Q92905 whole entry, looked up, one chain of several): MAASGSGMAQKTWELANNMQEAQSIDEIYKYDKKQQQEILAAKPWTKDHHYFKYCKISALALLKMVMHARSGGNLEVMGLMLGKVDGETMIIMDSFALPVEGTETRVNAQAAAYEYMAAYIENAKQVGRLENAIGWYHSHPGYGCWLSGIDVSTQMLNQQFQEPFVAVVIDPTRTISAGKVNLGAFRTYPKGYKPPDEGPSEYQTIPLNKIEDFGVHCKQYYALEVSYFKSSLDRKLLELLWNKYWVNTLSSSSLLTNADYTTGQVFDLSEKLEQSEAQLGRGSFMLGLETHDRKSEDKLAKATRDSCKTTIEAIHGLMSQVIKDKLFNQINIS
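Assay system: purified human Csn5 enzyme expressed in HEK293T cells; Input: 0.24 nM Csn5 enzyme, final concentration; Reagent: 10 nM SCFSkp2-Nedd8OG; Compound dosing: 12.5 µM single point; Times: reaction 90 min, room temperature; Technique: fluorescence polarization readout.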
SUMO1-SIM PPI: alters human SUMO1 binding to SIM partners. P63165. SUMO1 binding to a labelled peptide, TR-FRET, 1 h. inhibition, % at 20 µM. 360,000 tested, 0.33% active. AID 602429; in the data active means inhibition above about 37%
MLLE-PAM2 inh: inhibitors of microRNA-mediated deadenylation, human PABP1 MLLE binding | P11940 | GST-MLLE / FITC-PAM2 fluorescence polarization | inhibition, % at 20 µM | 360,000 tested, 0.36% active; in the data active means inhibition above about 35%, passing the limit was not always enough;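 further: plate controls were DMSO wells with GST-MLLE for no effect and wells lacking GST-MLLE protein for full effect; some results filed as inactive read as strong as hits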
DNMT1 inh: blocks human DNA methyltransferase DNMT1 | P26358 | DNMT1 molecular beacon, Hinp1I cleavage, fluorescence | inhibition (reported as % activation of signal), % at 10 µM | 360,000 tested, 0.83% active; in the data active means inhibition above about 50%
Scp1 inh: blocks human Scp-1 phosphatase activity; Recombinant Scp1, phosphopeptide, malachite green phosphate absorbance; inhibition, % at 20 µM; 340,000 tested, 0.88% active; AID 493091; Q9GZU7;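 active means inhibition above about 50% at 20 µM, limit read from the data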;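 further: plate controls were DMSO wells with enzyme for no effect and wells lacking enzyme for full effect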
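Test system – truncated SCP-1 phosphatase (76-261aa) · Reagent – Phosphorylated 17-residue peptide substrate · Incubation – 45 min room-temperature reaction, 5 min colour, 30 min stabiliser · Detection – colorimetric phosphate reagent with accelerator and stabiliser, absorbance at 630 nm · Measure – % inhibition at 20 µM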
STEP inh: blocks human striatal-enriched tyrosine phosphatase | recombinant STEP, OMFP fluorogenic substrate, fluorescence | 360,000 tested, 0.25% active | inhibition, % at 20 µM | P54829 | AID 588621;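 active means inhibition at 20 µM, scaled per plate between control wells, above about 37%, limit read from the data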;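 further: 0% = DMSO with enzyme and substrate and 100% = substrate only without enzyme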
Target sequence (P54829 whole entry, looked up): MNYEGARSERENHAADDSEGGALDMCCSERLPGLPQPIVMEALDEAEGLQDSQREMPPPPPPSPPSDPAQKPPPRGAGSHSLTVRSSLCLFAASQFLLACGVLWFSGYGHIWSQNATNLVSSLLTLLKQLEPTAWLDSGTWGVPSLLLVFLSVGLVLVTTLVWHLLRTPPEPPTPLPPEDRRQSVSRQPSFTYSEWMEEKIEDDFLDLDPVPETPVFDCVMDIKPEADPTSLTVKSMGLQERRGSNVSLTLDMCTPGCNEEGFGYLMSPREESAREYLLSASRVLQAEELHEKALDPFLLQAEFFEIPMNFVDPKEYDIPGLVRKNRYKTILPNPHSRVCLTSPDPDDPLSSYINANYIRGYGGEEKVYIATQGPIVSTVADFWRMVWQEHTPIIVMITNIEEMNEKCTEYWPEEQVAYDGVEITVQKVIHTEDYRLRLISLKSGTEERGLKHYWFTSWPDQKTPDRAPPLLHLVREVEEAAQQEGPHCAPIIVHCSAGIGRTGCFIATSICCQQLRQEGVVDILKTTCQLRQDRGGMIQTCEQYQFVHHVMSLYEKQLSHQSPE
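Assay system: isolated STEP enzyme / Timing: 20 min at room temperature, dark / Doses: 20 µM, 1% DMSO / Technique: fluorescence intensity, excitation 480 nm, emission 540 nm / Reagent: fluorogenic phosphatase substrate OMFP at 25 µM final / Measure: percent inhibition scaled to no-enzyme and uninhibited-enzyme controls, plate-pattern corrected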
LMPTP block: LMPTP (human) inhibition | 360,000 tested, 0.22% active | inhibition, % at 20 µM | recombinant LMPTP-A, OMFP fluorogenic substrate, fluorescence intensity;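 active means compounds that cut the enzyme signal by at least half of the control window in the single-dose screen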;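 further: plate controls were DMSO wells with enzyme plus substrate for no effect and substrate without enzyme for full effect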
Target sequence (P24666 whole entry, looked up): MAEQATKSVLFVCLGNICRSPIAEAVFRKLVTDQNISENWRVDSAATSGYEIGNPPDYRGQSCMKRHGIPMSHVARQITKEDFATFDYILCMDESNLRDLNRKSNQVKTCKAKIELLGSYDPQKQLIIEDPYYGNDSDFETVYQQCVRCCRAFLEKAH
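Test system: LMPTP-A, protein tyrosine phosphatase of low molecular weight; Input: 0.625 nM enzyme; Incubation: 50 min dark incubation at room temperature; Signal: endpoint fluorescence intensity from OMFP dephosphorylation; Read-out basis: % inhibition versus control wells.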
Rpn11 inh: blocks the human proteasome subunit Rpn11; human 26S proteasome, Ub4-pepOG fluorescence polarization; 20S core pre-blocked with epoxomicin; calls only at 20 µM; 360,000 tested, 0.59% active; AID 588493;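 active means inhibition at 20 µM, scaled to each plate's controls, above about 33%, limit read from the data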
* = called active by the depositor; i = inactive; x = no result given. Hits appear at their usual frequency, and some 3.6% of all compounds hit somewhere here.

SMILES | NadD block | Tb MetRS inh | CSN deneddyl inh | SUMO1-SIM PPI | MLLE-PAM2 inh | DNMT1 inh | Scp1 inh | STEP inh | LMPTP block | Rpn11 inh
CN1CCN(c2ccc(CNC(=O)C3Cc4c(-c5ccccc5)ccnc4O3)cc2)CC1 (stereo not drawn) | -6 | -0.2 | -2 | 4 | -2 | -3 | x | -2 | -0.3 | i
COc1ccc(-c2cn[nH]c2-c2ccc(OCc3ccc([N+](=O)[O-])cc3)cc2O)cc1 | 11 | 0.3 | -4 | -2 | -1 | -23 | -2 | 1 | 2.5 | i
CCC(=O)Nc1ccccc1C(=O)OCC(=O)c1ccc2ccccc2c1 | 3 | -0.8 | -1 | -4 | 4 | -8 | -19 | 2 | 5.9 | i
FC(F)(F)c1cccc(NC(=S)NNC(=S)NCc2ccccc2)c1 | 13 | -0.4 | 1 | 20 | 41* | -35 | 2 | 2 | 8.1 | i
CC12CN3CCN(CC(C3)/C1=N\NC(=O)c1ccccc1N)C2 | -3 | -0.5 | 2 | 6 | 8 | -2 | -7 | 2 | -2.2 | i
CCC(C(=O)OCC(=O)N1CCN(c2ccc(OC)cc2)CC1)c1ccccc1 (stereo not drawn) | 1 | -0.6 | -4 | -3 | -9 | 0 | -6 | 1 | 1.6 | i
O=C(Cn1c2ccc(F)cc2c2nc3n(c(=O)c21)CCS3)Nc1ccccc1C(F)(F)F | -1 | -0.2 | -3 | 1 | 3 | 16 | -7 | 10 | 5.3 | i
CCCc1nnc(NC(=O)c2cc(OC)cc(OC)c2)s1 | -3 | -0.5 | -4 | 7 | -1 | -1 | -2 | -9 | 0.2 | i
CCOC(=O)C1=C(C)Nc2ccccc2N=C1NC(=O)c1cccc(S(=O)(=O)NCc2ccccc2)c1 | -1 | -0.9 | 0 | 3 | -8 | -7 | -11 | -1 | 0.3 | i
COCCn1c(C)cc(/C=N/NC(=O)c2cc3ccccc3cc2O)c1C | 35* | 0.1 | 6 | 1 | -22 | -12 | -10 | 0 | 0.4 | i
COc1ccc(C(=O)N2CCN(c3nc4ccccc4o3)CC2)cc1OC | 0 | -0.4 | 7 | -1 | 12 | -4 | -9 | -1 | -1.1 | i
CC(C)(C)c1ccc(OCc2ccc(C(=O)N/N=C/c3ccc([N+](=O)[O-])cc3)o2)cc1 | 21 | -0.9 | 7 | -6 | 5 | 5 | -8 | 4 | 1.5 | i
COc1ccc(-n2ncc3c(NCc4ccccn4)ncnc32)cc1 | -3 | -0.2 | 0 | -1 | 5 | 3 | -5 | -6 | 0.1 | i
CCCN1CCN(c2ccc(S(N)(=O)=O)cc2[N+](=O)[O-])CC1 | 3 | -0.4 | -4 | -20 | -1 | 1 | -3 | -2 | -1.2 | i
CC(C)(C)OC(=O)N1CCCC1C(=O)NCCc1ccccc1 (stereo not drawn) | 9 | -0.7 | 3 | -4 | -152 | 2 | 97* | -2 | -3.1 | i
CC(C)c1ccc(/C=C/C(=O)NC2CCCCC2)cc1 | -2 | -0.6 | 1 | -1 | 6 | -5 | -3 | 2 | 1.4 | i
CN(CC(=O)Nc1ccc(F)cc1)C(=O)COC(=O)c1ccccc1 | -5 | -0.5 | 2 | -5 | -5 | 1 | -6 | 1 | 0.3 | i
Clc1ccc(-c2cc3ccccc3nc2N2CCOCC2)cc1 | -5 | 0.5 | -4 | 1 | 5 | -1 | -1 | 2 | 2.2 | i
O=S(=O)(NCC(c1cccnc1)N1CCN(Cc2ccccc2)CC1)c1ccc(F)cc1 (stereo not drawn) | -6 | -0.4 | 4 | -4 | -1 | -2 | 4 | 0 | 0.8 | i
CCN1CCN(c2c(Cl)cccc2NC(=O)c2ccc3nsnc3c2)CC1 | -1 | 0.3 | -1 | -13 | 17 | 1 | 5 | 3 | 2.6 | i
O=[N+]([O-])c1cc(C(F)(F)F)ccc1N1CCCNCC1 | -6 | 0.2 | 5 | -6 | 3 | -1 | -12 | 1 | -1.2 | i
S=c1[nH]c(-c2ccccc2)cs1 | 9 | -0.8 | -2 | 2 | 18 | 4 | -2 | -2 | -0.1 | i
CC(C)CCN1CCN(Cc2ccc(C(F)(F)F)cc2)CC1CCO (stereo not drawn) | -13 | -0.2 | -7 | -2 | 1 | 1 | -6 | 0 | -0.5 | i
Cc1cc(OC(=O)c2cc(Cl)ccc2Cl)c([N+](=O)[O-])c(=O)[nH]1 | -2 | 0.1 | 2 | 1 | -11 | 4 | -12 | 1 | -1.7 | i
CN(C(=O)c1ccc(Br)cc1)C1CCS(=O)(=O)C1 (stereo not drawn) | -1 | -0.2 | 0 | -3 | -3 | 3 | -5 | 0 | -0.9 | i

Compound profiles (already shown). Values in the order: NadD block, Tb MetRS inh, CSN deneddyl inh, SUMO1-SIM PPI, MLLE-PAM2 inh, DNMT1 inh, Scp1 inh, STEP inh, LMPTP block, Rpn11 inh
Entry for CCCN1CCN(c2ccc(S(N)(=O)=O)cc2[N+](=O)[O-])CC1 = 3, -0.4, -4, -20, -1, 1, -3, -2, -1.2, i
Entry for COc1ccc(-n2ncc3c(NCc4ccccn4)ncnc32)cc1 = -3, -0.2, 0, -1, 5, 3, -5, -6, 0.1, i

(continued)
SMILES | NadD block | Tb MetRS inh | CSN deneddyl inh | SUMO1-SIM PPI | MLLE-PAM2 inh | DNMT1 inh | Scp1 inh | STEP inh | LMPTP block | Rpn11 inh
CN1CCC(=NNC(=O)CN(c2cccc([N+](=O)[O-])c2)S(=O)(=O)c2ccccc2)CC1 | 0 | 1.6 | -6 | -19 | -1 | 0 | -1 | 2 | -0.6 | i
CN(CC(=O)Nc1ccc(Cl)c(C(F)(F)F)c1)C(=O)c1cccnc1Sc1ccccc1 | -2 | -0.1 | 2 | 5 | -27 | 0 | 1 | -2 | 1.8 | i
N/C(=N\c1nc2c(c(=O)[nH]1)CCCC2)Nc1ccc(Oc2ccccc2)cc1 | 6 | -1.3 | -9 | 4 | -1 | -2 | -1 | 1 | 1.8 | i
CC(C)NC(=O)COC(=O)Cn1[nH]c(=O)c2ccccc2c1=O | -4 | -0.8 | 0 | -3 | 8 | 0 | -1 | 3 | -1.2 | i
CC(C)Nc1nnc(SCC(=O)NCc2ccc3c(c2)OCO3)s1 | -7 | 0.2 | 4 | 0 | 32 | -1 | -5 | 0 | 0.2 | i
COc1ccc(C)cc1NC(=O)CNc1ccccc1CN(C)C1CCCCC1 | 3 | -0.4 | 3 | 0 | 6 | 5 | -7 | 12 | 0.6 | i
O=C(Nc1ccc(F)c(Cl)c1)c1csc(COCCO)n1 | 0 | -0.2 | -2 | -2 | -3 | 0 | x | 0 | -1.2 | i
Cc1nnc(NC(=O)CSc2nnc(CCNC(=O)c3ccccc3F)n2C)s1 | -3 | -0.6 | 4 | 3 | 1 | 2 | -4 | -2 | -0.7 | i
COc1ccc(-n2nc3c(c2NC(=O)c2ccc(N4C(=O)CCC4=O)cc2)CSC3)cc1 | 4 | 0.3 | -1 | 9 | 30 | -1 | 1 | 0 | 1.9 | i
COc1cccc(C2=CC(=O)C[C@H](c3ccc(Cl)cc3)C2)c1OC | -4 | -0.2 | 0 | -26 | 7 | -5 | -8 | 5 | 5.0 | i
CC(C)n1c(O)c(N=NC(=O)CNC(=O)c2cccnc2)c2ccccc21 | -5 | -0.4 | 2 | -32 | -7 | -2 | -1 | -4 | -0.7 | i
O=C(CC1CCCC1)N1CCCC(Nc2ccc(F)cc2)C1 (stereo not drawn) | -4 | -0.1 | 2 | 3 | -13 | -2 | -12 | -2 | -0.2 | i
Brc1cccc(CNn2cnnc2)c1 | -2 | 0.6 | -1 | 4 | 8 | -7 | -6 | -2 | -1.1 | i
CC(=O)Nc1ccc(C(=O)Nc2ccc(S(=O)(=O)Nc3nccc(C)n3)cc2)cc1 | 1 | 0.0 | -2 | 5 | 3 | -1 | -4 | -1 | -1.6 | i
COc1ccc(C)cc1NC(=O)CN1CCN(S(=O)(=O)c2ccc3ccccc3c2)CC1 | 8 | -0.2 | -1 | 7 | -4 | -4 | 2 | 3 | 3.7 | i
O=C(CN1C(=O)CCSc2ccccc21)Nc1ccc(F)cc1 | -3 | 0.0 | 0 | 7 | 4 | 1 | -6 | 12 | -1.1 | i
CCN(C(=O)CN1C(=O)CN(C)C1=O)c1cccc2ccccc12 | -5 | -0.3 | -2 | -2 | -8 | 1 | -10 | -1 | 1.1 | i
O=C(Cc1ccc(S(=O)(=O)N2CCOCC2)s1)Nc1ccccc1N1CCCC1 | 1 | -0.5 | 2 | -7 | 0 | -2 | 4 | 0 | -0.6 | i
Cc1ccc(N/C=C(\C2OC(=O)c3ccccc32)[N+](=O)[O-])c(C)c1 (stereo not drawn) | -3 | -0.6 | -1 | -1 | 10 | 8 | -15 | 4 | 1.9 | i
CCOC(=O)C1=C(CS(=O)(=O)c2ccccc2)NC(=O)NC1c1ccccc1 (stereo not drawn) | -6 | -0.5 | -3 | 2 | 6 | 2 | 0 | 0 | -1.1 | i
CC1(C)Cc2nc(N3CCCC3)c(C#N)cc2CO1 | 2 | -1.1 | 1 | -2 | -11 | 3 | 4 | -1 | -0.2 | i
Cc1cc(C(=O)O)c(S(C)(=O)=O)s1 | -5 | -0.2 | 6 | -3 | 11 | 4 | -8 | -2 | -2.6 | i
CC(C)(C)c1ccc(OCC(=O)NCc2ccco2)cc1 | -4 | 0.0 | -3 | 1 | 2 | 4 | -13 | 2 | 0.3 | i
CCCC#Cc1ccc2c(c1)O[C@@H](CN(C)Cc1ccc3c(c1)OCO3)[C@H](C)CN([C@@H](C)CO)S2(=O)=O | 4 | -1.1 | 4 | 1 | -56 | -5 | x | -1 | 1.8 | i
CN(c1ncc(C(F)(F)F)cc1Cl)N1C(=O)c2cccc(N)c2C1=O | -3 | -0.2 | 1 | -13 | 15 | 16 | -7 | -2 | 0.9 | i
C=CCOc1ccc(/C=C/C(=O)OCC(=O)N(C)C2CCS(=O)(=O)C2)cc1 (stereo not drawn) | -4 | -0.2 | 2 | -15 | 6 | 5 | -20 | -1 | -0.3 | i
COc1ccc(NC(=O)C[C@H]2C(=O)N(c3ccc(OC)cc3)C[C@@H]2C)cc1 | 1 | -0.9 | 5 | 4 | 12 | -2 | x | -2 | -0.6 | i
CC(NC(=O)CNC(=O)c1ccco1)c1ccccc1 (stereo not drawn) | -2 | -0.6 | -4 | 2 | 7 | 1 | 2 | 0 | 0.6 | i
O=C(C1=NNCC1c1ccc(Cl)cc1)C1CO1 (stereo not drawn) | -2 | -0.4 | 2 | 2 | -9 | 8 | -4 | 1 | -0.9 | i
